Screening results as filed in PubChem BioAssay.
Rac1 GTP hydrolysis – MgcRacGAP GTPase-activating activity inhibitors, confirmation, biochemical, ADP Hunter fluorescence | MgcRacGAP-stimulated Rac1 GTP hydrolysis, ADP Hunter fluorescence; higher % means a stronger effect; GST-tagged Rac1 F28L mutant substrate | inhibition, % at 30 µM, or IC50 in µM where a hit was titrated | actives 0.6% (n = 340,000) | AID 624330;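 active = first-screen hits whose inhibition reached a set limit at any dose in the follow-up dose series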;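 also: fluorescence reports GDP produced by GAP-driven GTP hydrolysis; strong numbers were not always called active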
GPR35 antagonists – GPR35 antagonists blocking zaprinast-driven arrestin recruitment, primary screen, imaging, U2OS, beta-arrestin-GFP, zaprinast agonist (AID 2058). one-dose inhibition, % at 10 µM; IC50 in µM for titrated hits. U2OS GPR35 beta-arrestin-GFP translocation imaging, zaprinast antagonism; higher % means a stronger effect. actives 0.052% (n = 290,000);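 active = inhibition of at least 50% with at least 30 cells and total cytoplasm GFP at most 10,000,000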
KOR beta-arrestin-1 – KOR antagonists, beta-arrestin recruitment, cell-based, luminescence, uHTS (AID 1778). actives 0.091% (n = 290,000). KOR beta-arrestin recruitment, luminescence, antagonist mode; higher % means a stronger effect. inhibition, % at 10 µM; hits with a dose series show IC50 in µM; in the data active = inhibition above about 50%; also: strong numbers were not always called active
NOD1 inhibition – NOD1 signaling inhibitors, primary screen, cell-based, luminescence, uHTS (AID 1578). NOD1-driven NF-kB luciferase reporter cells, luminescence; higher % means a stronger effect. one-dose inhibition, % at 4 µM; EC50 in µM for titrated hits. actives 1% (n = 290,000); in the data active = inhibition mostly above about 36%, no sharp cut-off; inactive = mostly below about 34%;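 also: HEK-293T reporter cells stimulated with the NOD1 agonist gamma-tri-DAP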
KOR beta-arrestin-2 – KOR agonists, beta-arrestin recruitment, primary screen, cell-based, luminescence, uHTS (AID 1777); KOR beta-arrestin recruitment, luminescence; higher % means a stronger effect; activation, % at 10 µM, or EC50 in µM where a hit was titrated; actives 0.02% (n = 280,000); in the data active = activation above about 50%, passing the limit was not always enough; also: a part of the inactive calls stands beside numbers as strong as those of hits
GPR55 antagonists – inhibition of LPI-stimulated GPR55 beta-arrestin translocation – imaging, U2OS, beta-arrestin-GFP, LPI agonist, primary screen (AID 2013) | U2OS GPR55 beta-arrestin-GFP translocation imaging, LPI antagonism; higher % means a stronger effect | inhibition, % at 10 µM; hits with a dose series show IC50 in µM | actives 0.13% (n = 290,000);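 active = spots per cell inhibited over 60%, with over 100 cells counted and total cytoplasm intensity under 500,000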;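 also: U2OS cells stably carrying GPR55 and arrestin-GFP stimulated by 5 µM LPI near EC80; imaged beta-arrestin-GFP aggregate spots per cell after agonist stimulation; plate controls were LPI-stimulated DMSO wells for no effect and DMSO wells without LPI for full effect; some results filed as inactive read as strong as hits; confirmed hits need IC50 under 10 µM and bright autofluorescent wells are also inconclusive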
GPR55 activation – selective activators of receptor GPR55 – imaging, U2OS cells, beta-arrestin-GFP redistribution, primary screen (AID 1961); actives 0.048% (n = 290,000); U2OS GPR55 beta-arrestin-GFP redistribution imaging; higher % means a stronger effect; one-dose activation, % at 10 µM; EC50 in µM for titrated hits;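 active = activation above 40% with more than 50 cells counted in the well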;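 also: U2OS osteosarcoma cells stably expressing GPR55 and beta-arrestin-GFP; plate controls were DMSO negative control for no effect and LPI positive control for full effect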
UTI89 phage lysis – inhibition of K1F phage lysis, E. coli UTI89, bacterial capsule biogenesis inhibitors, alamar blue (AID 488966); E. coli UTI89 K1F phage lysis, alamar blue, 2 h; higher % means a stronger effect; one-dose inhibition, % at 100 µM; IC50 in µM for titrated hits; actives 0.02% (n = 340,000);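 active = phage lysis inhibition, versus mean bacterial control, above a set limit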;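 also: capsule biogenesis inhibitors block K1F phage lysis so surviving cells raise fluorescence; higher fluorescence means more inhibition of phage lysis; actives were called in the ten point dose series up to 300 µM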
NTR1 ag – agonists of NTR1, primary screen, imaging, U2OS cells, beta-arrestin-GFP, high content (AID 493036); P30989; actives 0.17% (n = 330,000); activation, % at 20 µM; NTR1-U2OS beta-arrestin-GFP spot imaging, agonist mode;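 active = activation at or above 40% of the spot to cytoplasm intensity ratio, with at least 20 cells analyzed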;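 also: 0% = DMSO without peptide and 100% = 100 nM NTR1 peptide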
Target sequence (P30989 whole entry, looked up): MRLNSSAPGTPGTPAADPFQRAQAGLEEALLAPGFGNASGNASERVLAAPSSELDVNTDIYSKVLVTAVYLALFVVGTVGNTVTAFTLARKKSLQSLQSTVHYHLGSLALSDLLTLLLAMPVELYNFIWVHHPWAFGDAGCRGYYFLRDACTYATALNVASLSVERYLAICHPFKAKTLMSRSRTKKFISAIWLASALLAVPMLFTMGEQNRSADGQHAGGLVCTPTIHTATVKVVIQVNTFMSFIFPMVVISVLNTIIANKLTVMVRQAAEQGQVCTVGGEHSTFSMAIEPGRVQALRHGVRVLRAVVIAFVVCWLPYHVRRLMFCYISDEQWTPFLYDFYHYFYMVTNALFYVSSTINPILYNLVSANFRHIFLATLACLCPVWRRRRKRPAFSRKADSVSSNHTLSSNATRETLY
NTR1 ag cell count 20 µM – second read-out of NTR1 ag, no call of its own (marks repeat the call); cell count; measured here: cell count, cytotoxicity flag
* marks the source's active call; other numbers are inactive results; [ ] = another dose, or the depositor's remark.

`COc1cccc(-c2nc(CS(=O)(=O)CC(=O)NC3CC3)c(C)o2)c1` gave Rac1 GTP hydrolysis 7.1%, GPR35 antagonists 12.7%, KOR beta-arrestin-1 -25.1%, NOD1 inhibition -7.9%, KOR beta-arrestin-2 -0.1%, GPR55 antagonists 15.7%, GPR55 activation 0.0%, UTI89 phage lysis 0.2%, NTR1 ag 0.1 and NTR1 ag cell count 20 µM 68.
Cc1cc(C)c(S(=O)(=O)Nc2c(C)n(C)n(-c3ccccc3)c2=O)cc1[N+](=O)[O-] was read as GPR35 antagonists -6.7%, KOR beta-arrestin-1 1.5%, NOD1 inhibition 0.9%, KOR beta-arrestin-2 -8.5%, GPR55 antagonists 4.3%, GPR55 activation -0.1%, UTI89 phage lysis 1.5%[50 µM], NTR1 ag -1.7 and NTR1 ag cell count 20 µM 92.
Screening CCOC(=O)c1ccccc1-n1c(C)cc(C2N=C(N)Nc3nc4ccccc4n32)c1C (stereo not drawn) returned Rac1 GTP hydrolysis 6.4%, GPR35 antagonists -9.1%, KOR beta-arrestin-1 -22.7%, NOD1 inhibition -13.1%, KOR beta-arrestin-2 -4.8%, GPR55 antagonists 18.1%, GPR55 activation 0.2%, UTI89 phage lysis inactive, NTR1 ag 5.9 and NTR1 ag cell count 20 µM 65.
`COc1ccc(C2C(C(=O)Nc3cccc(C)n3)c3ccccc3C(=O)N2C)cc1` (stereo not drawn) gave Rac1 GTP hydrolysis 6.0%, GPR35 antagonists 19.1%, KOR beta-arrestin-1 15.2%, NOD1 inhibition -22.6%, KOR beta-arrestin-2 -1.5%, GPR55 antagonists 28.5%, GPR55 activation 0.3%, UTI89 phage lysis -0.1%, NTR1 ag 0.6 and NTR1 ag cell count 20 µM 79.
Screening N#Cc1c(-c2cccc([N+](=O)[O-])c2)nc2n(c1=O)CCS2 returned Rac1 GTP hydrolysis 1.7%, GPR35 antagonists 4.4%, KOR beta-arrestin-1 32.9%, NOD1 inhibition -2.4%, KOR beta-arrestin-2 -11.3%, GPR55 antagonists 10.4%, GPR55 activation -0.1%, UTI89 phage lysis 1.9%, NTR1 ag -0.1 and NTR1 ag cell count 20 µM 81.
`Cc1cccc(NC(=O)CSc2nnnn2-c2cccnc2)c1` gave Rac1 GTP hydrolysis 4.2%, GPR35 antagonists 19.0%, KOR beta-arrestin-1 -12.7%, NOD1 inhibition 4.2%, KOR beta-arrestin-2 0.8%, GPR55 activation -0.1%, UTI89 phage lysis 0.3%, NTR1 ag 0.0 and NTR1 ag cell count 20 µM 40.
For COc1ccc(C(C(=O)NC2CCCC2)N(C(=O)c2ccoc2C)c2ccc(C)c(C)c2)cc1 (stereo not drawn) the results were Rac1 GTP hydrolysis 11.6%, GPR35 antagonists -9.3%, KOR beta-arrestin-1 18.7%, NOD1 inhibition -22.0%, KOR beta-arrestin-2 17.9%, GPR55 antagonists 9.1%, GPR55 activation 0.3%, UTI89 phage lysis 0.4%, NTR1 ag 5.1 and NTR1 ag cell count 20 µM 81.
`CC1=NN(C(=O)c2ccc(Cn3nc(C)c([N+](=O)[O-])c3C)cc2)C(O)(C(F)(F)F)C1` (stereo not drawn) gave Rac1 GTP hydrolysis 2.5%, GPR35 antagonists -6.6%, KOR beta-arrestin-1 -3.6%, NOD1 inhibition 9.1%, KOR beta-arrestin-2 -0.3%, GPR55 antagonists -1.6%, GPR55 activation -0.1%, UTI89 phage lysis 0.6%, NTR1 ag 0.6 and NTR1 ag cell count 20 µM 53.
`N#Cc1cc(Oc2ccc3ccccc3c2)c(-n2nnc3ccccc32)cc1C#N` gave Rac1 GTP hydrolysis 4.5%, GPR35 antagonists 6.5%, KOR beta-arrestin-1 7.9%, NOD1 inhibition 60.0%, KOR beta-arrestin-2 -10.5%, GPR55 antagonists 12.8%, GPR55 activation -0.1%, UTI89 phage lysis 1.5%, NTR1 ag -0.6 and NTR1 ag cell count 20 µM 74.
Screening O=C(CN1CCOCC1)Nc1ccc2c(c1)CCC2 returned Rac1 GTP hydrolysis 0.5%, GPR35 antagonists 5.7%, KOR beta-arrestin-1 19.9%, NOD1 inhibition -4.1%, KOR beta-arrestin-2 5.3%, GPR55 antagonists 2.1%, GPR55 activation -0.1%, UTI89 phage lysis -0.1%, NTR1 ag -0.1 and NTR1 ag cell count 20 µM 54.
For COc1ccc(CNC(=O)CN2CCN(c3ccccc3)CC2)cc1 the results were GPR35 antagonists 12.1%, KOR beta-arrestin-1 -2.9%, NOD1 inhibition -15.3%, KOR beta-arrestin-2 -7.3%, GPR55 antagonists -8.8%, GPR55 activation -0.1%, UTI89 phage lysis 0.1%, NTR1 ag -0.3 and NTR1 ag cell count 20 µM 29.
For COc1ccc(CNC(=O)COc2ccc(C(=O)c3ccc(F)cc3)cc2)cc1 the results were Rac1 GTP hydrolysis 7.4%, GPR35 antagonists 7.1%, KOR beta-arrestin-1 2.5%, NOD1 inhibition 3.6%, KOR beta-arrestin-2 5.5%, GPR55 antagonists 15.9%, GPR55 activation -0.4%, UTI89 phage lysis 0.8%[50 µM], NTR1 ag 0.1 and NTR1 ag cell count 20 µM 35.
C=C(C)c1cccc(C(C)(C)NC(=O)N2CCN(c3ccc(OC)cc3)CC2)c1 was read as Rac1 GTP hydrolysis 5.5%, GPR35 antagonists 0.1%, KOR beta-arrestin-1 1.6%, NOD1 inhibition -24.0%, KOR beta-arrestin-2 6.2%, GPR55 antagonists 3.6%, GPR55 activation 0.3%, UTI89 phage lysis 1.2%, NTR1 ag 0.9 and NTR1 ag cell count 20 µM 57.
Screening Cc1ccc(-c2csc(NC(=O)c3cccc([N+](=O)[O-])c3C(=O)O)n2)cc1 returned Rac1 GTP hydrolysis 10.2%, GPR35 antagonists -2.1%, KOR beta-arrestin-1 9.8%, NOD1 inhibition -17.9%, KOR beta-arrestin-2 -1.1%, GPR55 antagonists 2.7%, GPR55 activation 0.5%, UTI89 phage lysis -0.2%, NTR1 ag -1.0 and NTR1 ag cell count 20 µM 44.
`CCCC(=O)NC(=S)Nc1ccccc1N1CCOCC1` gave Rac1 GTP hydrolysis 2.3%, GPR35 antagonists 4.9%, KOR beta-arrestin-1 -13.9%, NOD1 inhibition -27.7%, KOR beta-arrestin-2 2.5%, GPR55 antagonists -2.1%, GPR55 activation 1.8%, UTI89 phage lysis 2.0%, NTR1 ag 0.5 and NTR1 ag cell count 20 µM 55.
Screening Cc1ccc2c(c1)C(c1ccc(N3CCOCC3)cc1)=NNC(c1cccs1)=N2 returned Rac1 GTP hydrolysis 8.2%, GPR35 antagonists 15.9%, KOR beta-arrestin-1 -0.5%, NOD1 inhibition -7.0%, KOR beta-arrestin-2 3.4%, GPR55 antagonists -5.1%, GPR55 activation -0.2%, UTI89 phage lysis 0.7%, NTR1 ag 3.5 and NTR1 ag cell count 20 µM 81.
`CCCCNc1nc(=S)n(-c2ccccc2)c(C)c1C(C)=O` gave Rac1 GTP hydrolysis -0.9%, GPR35 antagonists 2.7%, KOR beta-arrestin-1 -35.4%, NOD1 inhibition -35.6%, KOR beta-arrestin-2 -2.3%, GPR55 antagonists 7.1%, GPR55 activation 0.6%, UTI89 phage lysis 0.0%, NTR1 ag -0.7 and NTR1 ag cell count 20 µM 107.
Screening COc1cc2c(cc1NC(=O)CSc1ccc(C)cc1)oc1ccccc12 returned Rac1 GTP hydrolysis 16.8%, GPR35 antagonists 2.7%, KOR beta-arrestin-1 10.8%, NOD1 inhibition 5.3%, KOR beta-arrestin-2 -1.2%, GPR55 antagonists 4.3%, GPR55 activation 1.15µM*, UTI89 phage lysis -0.3%, NTR1 ag 5.6 and NTR1 ag cell count 20 µM 45.
Fc1ccc(NC(=S)Nc2ccc(Cl)cc2Cl)cc1 was read as GPR35 antagonists -5.3%, KOR beta-arrestin-1 -28.7%, NOD1 inhibition -28.8%, KOR beta-arrestin-2 -6.1%, GPR55 antagonists 2.4%, GPR55 activation -0.2%, NTR1 ag 1.6 and NTR1 ag cell count 20 µM 47.
Screening O=c1oc2c(-c3cccc(F)c3)cc(O)cc2s1 returned Rac1 GTP hydrolysis 7.4%, GPR35 antagonists -0.8%, KOR beta-arrestin-1 -14.4%, NOD1 inhibition -1.2%, KOR beta-arrestin-2 0.3%, GPR55 antagonists 11.2%, GPR55 activation -0.3%, UTI89 phage lysis -0.4%, NTR1 ag 1.0 and NTR1 ag cell count 20 µM 79.
Cc1ccc(S(=O)(=O)NCCc2c[nH]c3ccccc23)cc1 was read as Rac1 GTP hydrolysis 4.5%, GPR35 antagonists -13.5%, KOR beta-arrestin-1 -14.7%, NOD1 inhibition -7.1%, KOR beta-arrestin-2 -0.8%, GPR55 antagonists -7.4%, GPR55 activation 0.0%, UTI89 phage lysis 0.2%, NTR1 ag -0.3 and NTR1 ag cell count 20 µM 87.
`CN1CCc2nc(SC(C(=O)O)c3ccccc3)c(C#N)c(-c3cccs3)c2C1` (stereo not drawn) gave Rac1 GTP hydrolysis 4.0%, GPR35 antagonists -12.5%, KOR beta-arrestin-1 8.8%, NOD1 inhibition -8.4%, KOR beta-arrestin-2 4.0%, GPR55 antagonists -7.7%, GPR55 activation -0.1%, UTI89 phage lysis 0.0%, NTR1 ag 1.1 and NTR1 ag cell count 20 µM 64.
For Fc1ccc(-n2c(=S)[nH]c3cccnc32)cc1 the results were Rac1 GTP hydrolysis 13.5%, GPR35 antagonists -7.0%, KOR beta-arrestin-1 -61.5%[20 µM], NOD1 inhibition 43.6%, KOR beta-arrestin-2 1.5%, GPR55 antagonists 22.4%, GPR55 activation 0.3%, UTI89 phage lysis 0.1%, NTR1 ag 1.6 and NTR1 ag cell count 20 µM 65.
O=C(c1ccccc1)N1CCN(C(=S)NCc2ccc3c(c2)OCO3)CC1 was read as Rac1 GTP hydrolysis 9.2%, GPR35 antagonists -8.0%, KOR beta-arrestin-1 -60.7%, NOD1 inhibition -3.9%, KOR beta-arrestin-2 -1.0%, GPR55 antagonists -0.1%, GPR55 activation 0.3%, UTI89 phage lysis 0.0%, NTR1 ag -0.4 and NTR1 ag cell count 20 µM 71.
For NS(=O)(=O)c1cc(C(=O)OCC(=O)c2ccccc2)c(Cl)cc1Cl the results were Rac1 GTP hydrolysis 6.9%, GPR35 antagonists -1.8%, KOR beta-arrestin-1 -31.9%, NOD1 inhibition -25.1%, KOR beta-arrestin-2 1.2%, GPR55 antagonists 4.1%, GPR55 activation -0.3%, UTI89 phage lysis 0.8%, NTR1 ag 4.3 and NTR1 ag cell count 20 µM 26.

A portion of the library, so the mix of outcomes need not match the whole.
